dFosB act – activators of mouse delta FosB homodimer; P13346; purified delta FosB, TAMRA-CDK5 oligo fluorescence polarization; percent of positive-control signal above neutral wells; activation, % at 25 µM; 340,000 tested, 0.99% active;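 active = mean activation above about 17%, with every replicate also reaching it, limit read from the data, passing the limit was not always enough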;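 also: fluorescence polarization rise as delta FosB binds a TAMRA Cdk5 AP-1 oligo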
PvdQ inh – P. aeruginosa PvdQ acylase inhibition; 340,000 tested, 0.063% active; purified PvdQ acylase, fluorescence plate reader; inhibition, % at 10 µM; in the data active = inhibition above about 30%, passing the limit was not always enough;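 also: 0% = vehicle neutral wells and 100% = reference inhibitor wells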
RTF Ca sens act – cardiac RTF calcium sensitization; P19429+P45379; IANBD-labeled TnC RTF fluorescence at EC20 calcium; 0% EC20 calcium, 100% full calcium; activation, % at 7.2 µM; 340,000 tested, 0.24% active; AID 493008;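 active = activation above the mean over all tested compounds plus 3 SD, cut at about 30% in these data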;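 also: rise in fluorescence read as greater calcium sensitivity of cardiac thin filaments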
CDK5 inh – inhibitors of human CDK5/p35 kinase | 330,000 tested, 0.01% active | inhibition, % at 10 µM | Recombinant CDK5/p35, ADP-Glo luminescence, 60 min;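 active = highest replicate inhibition of at least 50% and at least 75% of replicates reaching 50%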;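 also: plate controls were DMSO neutral control for no effect and GW8510 at 10 µM for full effect; many of its hits are not listed in these tables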
Target sequence (Q00535 whole entry, looked up): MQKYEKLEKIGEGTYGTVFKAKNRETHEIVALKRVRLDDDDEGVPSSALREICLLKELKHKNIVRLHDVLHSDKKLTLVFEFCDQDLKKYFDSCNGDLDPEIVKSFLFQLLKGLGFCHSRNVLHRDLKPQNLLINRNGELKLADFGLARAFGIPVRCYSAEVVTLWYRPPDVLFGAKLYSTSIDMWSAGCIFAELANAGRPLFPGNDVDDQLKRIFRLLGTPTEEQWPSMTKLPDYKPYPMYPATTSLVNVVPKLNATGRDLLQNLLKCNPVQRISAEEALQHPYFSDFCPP
Target sequence (Q15078 whole entry, looked up): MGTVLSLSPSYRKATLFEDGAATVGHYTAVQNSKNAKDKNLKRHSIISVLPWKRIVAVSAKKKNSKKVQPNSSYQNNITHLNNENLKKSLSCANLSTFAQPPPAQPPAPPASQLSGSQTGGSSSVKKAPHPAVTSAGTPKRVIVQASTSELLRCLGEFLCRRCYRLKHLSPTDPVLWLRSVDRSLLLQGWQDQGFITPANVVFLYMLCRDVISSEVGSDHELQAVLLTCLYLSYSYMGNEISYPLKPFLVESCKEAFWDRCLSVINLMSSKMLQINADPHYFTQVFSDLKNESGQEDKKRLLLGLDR
RTF Ca sens inh – cardiac RTF calcium desensitization; 340,000 tested, 0.12% active; P19429+P45379; inhibition, % at 7.15 µM; IANBD-labeled cardiac RTF, Ca2+ fluorescence;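 active = inhibition above the mean inhibition of all tested compounds plus 3 SD, cut at about 17% in these data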;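 also: assay run at fixed EC70 calcium of 1.6 mM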
LANA DNA inh – inhibitors of KSHV LANA C-terminal domain DNA binding | MBP-C-LANA/FAM-LBS DNA binding, fluorescence polarization | inhibition, % at 9 µM | 340,000 tested, 0.078% active | AID 504423;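 active = highest replicate inhibition at or above 60% at 9 µM, even if other replicates fall short; inactive = all replicates below 60% inhibition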;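 also: 0% = neutral control wells and 100% = 4 µM acridine orange control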
PfHsp90 set2 – inhibits growth of yeast expressing Plasmodium falciparum Hsp90 | S. cerevisiae expressing PfHsp90, BacTiter-Glo ATP, 48 h; yeast lacking PDR1 and PDR3 efflux regulators | inhibition, % at 9.4 µM | 310,000 tested, 0.32% active | AID 504621;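 active = every replicate shows inhibition above about 80%, whatever the replicate mean, limit read from the data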;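 also: 0% = DMSO neutral controls and 100% = 20 µM radicicol positive controls; yeast relying on Plasmodium falciparum Hsp90 in place of its own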
NSD2 HMT inh – blocks human histone methyltransferase NSD2. NSD2 peptide methylation, AlphaScreen, 120 min. inhibition, % at 12.5 µM. 310,000 tested, 0.54% active. AID 743445; in the data active = inhibition above about 50%
SUMO Mot1 rescue – blocks SUMOylation pathway, rescuing yeast Mot1-301 growth; 320,000 tested, 1% active; growth rescue, % at 18.8 µM; S. cerevisiae Mot1-301 growth rescue, ATP luminescence, 38.5C; percent above DMSO median, 100 means doubled;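 active = every valid replicate shows activation above 250% relative to neutral control wells; inactive = the rest, any valid replicate at or below 250%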;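 also: OY570 slx delta 5 strain wells were the positive control but not used for scaling; some compounds called inactive have numbers as strong as hits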
Rtt109 HAT inh – C. albicans Rtt109 histone acetyltransferase inhibition | Q5AAJ8 | purified Rtt109/Vps75, ThioGlo CoA-SH fluorescence, 4 h | inhibition, % at 34.9 µM | 330,000 tested, 0.16% active;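 active = inhibition of at least 50% in every replicate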
Target sequence (Q5AAJ8 whole entry, looked up): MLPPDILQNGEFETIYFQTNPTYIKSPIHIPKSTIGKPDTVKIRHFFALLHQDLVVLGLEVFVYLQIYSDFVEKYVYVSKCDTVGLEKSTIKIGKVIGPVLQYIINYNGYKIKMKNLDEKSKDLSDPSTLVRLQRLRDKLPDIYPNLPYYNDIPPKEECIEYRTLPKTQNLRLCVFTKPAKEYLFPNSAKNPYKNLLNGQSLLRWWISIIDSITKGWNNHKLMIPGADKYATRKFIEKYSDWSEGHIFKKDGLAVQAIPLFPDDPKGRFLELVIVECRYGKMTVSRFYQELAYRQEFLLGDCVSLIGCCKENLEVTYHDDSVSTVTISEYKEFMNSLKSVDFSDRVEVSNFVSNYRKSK
Keap1-Nrf2 PPI – inhibitors of human Keap1-Nrf2 protein-protein interaction. Q14145. 340,000 tested, 0.15% active. inhibition, % at 9.4 µM. Keap1 Kelch-Nrf2 peptide fluorescence polarization, 1536-well. AID 504523; in the data active = inhibition above about 12%;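 also: human Keap1 Kelch domain with fluorescein labeled Nrf2 9mer peptide probe; 0% = neutral control wells and 100% = peptide positive control; higher means more block of Keap1 binding to Nrf2 peptide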
Starred values were filed as active, the others as inactive; · = no result given.

molecule,dFosB act,PvdQ inh,RTF Ca sens act,CDK5 inh,RTF Ca sens inh,LANA DNA inh,PfHsp90 set2,NSD2 HMT inh,SUMO Mot1 rescue,Rtt109 HAT inh,Keap1-Nrf2 PPI
COc1ccccc1CCNC(=O)C1CCN(c2nnc(C)c3c(C)n(-c4ccc(C)cc4)nc23)CC1,1,-5,4,1.6,-6,3.3,3,15,-37,1,-6
CCc1cccc(Nc2cc(C)nc3nc(C)nn23)c1,3,-5,14,-2.8,-13,3.6,4,·,-1,-14,-7
c1ccc(Cn2ncc3ccccc32)cc1,-2,0,-1,-0.2,7,1.0,15,-5,4,-3,0
CC(C)n1ncc2c(C(=O)Nc3ccc(S(N)(=O)=O)cc3)cc(C3CC3)nc21,-10,3,-8,1.1,0,-2.2,-2,4,-5,-2,0
Cc1ccc(CCNC(=O)C2CCN(S(=O)(=O)c3ccc4c(c3)CCC(=O)N4)CC2)cc1,-5,-16,9,-0.6,-6,1.0,-6,·,2,2,-1
Cc1ccc(OCC(=O)NCC2CCCO2)c(C)c1 (stereo not given),-4,-8,6,1.9,-12,-0.4,·,0,-4,-15,-2
Cc1ccc(Cn2ncc3c(NCCN(C)C)ncnc32)cc1,-3,-3,3,-1.2,1,1.6,1,-4,0,·,-5
Nc1cccc(-c2nc3ccccc3s2)c1,-2,-6,4,2.0,2,-0.5,-21,3,-7,-8,2
COC(=O)c1ccc(NC(=S)N2CCN(CCO)CC2)cc1,-11,-12,3,-0.7,-1,-1.7,-24,-2,118,12,1
Cc1nc(NC(=S)NC(=O)c2ccccc2)sc1C(=O)N(C)C,-9,-7,-3,0.4,-7,-1.0,8,-1,12,8,-1
O=C(Nc1cccc(C(=O)O)c1)/C(=C\c1ccc2c(c1)OCO2)NC(=O)c1ccccc1Cl,-1,3,-2,-1.2,-8,-0.1,-2,1,136,2,-5
COc1ccc2nc(NC(=O)Cc3ccc(OC)c(S(=O)(=O)N4CCOCC4)c3)sc2c1,1,-10,0,1.0,-11,0.0,10,1,-19,8,5
CCN(CC)c1ccc(C(=O)OCC(=O)Nc2sccc2C#N)cc1,-8,-1,-1,-0.6,-4,0.5,-13,2,72,-2,1
Clc1ccc(Oc2ccccc2)c2ncccc12,-5,9,-2,-0.4,-1,0.1,9,-1,-20,2,-4
CC(C)Cc1cc(C(=O)N(C)C2CCCN(Cc3ccccc3F)C2)n(C)n1 (stereo not given),-1,9,2,0.8,-4,-1.1,3,-1,-18,12,-6
Cc1ccccc1NC(=O)c1cc(S(=O)(=O)N2CCCCC2)cs1,-4,4,-1,1.0,3,-2.1,-2,-2,4,-6,-3
Cn1nc(C(F)(F)F)c(-c2cccc(C(F)(F)F)c2)c1NC(=O)c1cccnc1,-16,-7,·,1.8,·,-1.4,5,-2,36,-1,-7
CC(Oc1ccccc1)C(=O)N1CCN(C(=O)C(C)Oc2ccccc2)CC1 (stereo not given),4,-8,-6,-1.8,3,-0.6,12,-1,-8,-1,4
O=C(NC1CCN(Cc2ccccc2)CC1)c1ccc(S(=O)(=O)NCc2ccco2)cc1,-3,-2,-6,2.2,-9,2.8,34,5,8,9,2
COc1ccc(C)cc1S(=O)(=O)NC1CCCCC1C (stereo not given),-3,-9,5,2.7,-7,0.9,-4,-3,-14,17,-2

Next entries
molecule,dFosB act,PvdQ inh,RTF Ca sens act,CDK5 inh,RTF Ca sens inh,LANA DNA inh,PfHsp90 set2,NSD2 HMT inh,SUMO Mot1 rescue,Rtt109 HAT inh,Keap1-Nrf2 PPI
O=C(COC(=O)c1cc(Cl)ccc1O)Nc1ccc2c(c1)OCCO2,30*,-15,2,0.2,-6,1.3,·,-2,2,-13,3
Cc1ccc(NC(=O)COC(=O)C2(C)CC2(Cl)Cl)cc1S(=O)(=O)N1CCOCC1 (stereo not given),-14,-4,-5,-1.4,-14,-0.3,·,-2,·,-3,0
CC(=O)c1cccc(S(=O)(=O)NCCC(=O)Nc2ccc(S(N)(=O)=O)cc2)c1,-6,-5,6,-1.9,-5,-0.8,7,2,-4,0,1
CCOC(=O)N1CCN(CC(O)COc2c(OC)cccc2OC)CC1 (stereo not given),8,-10,0,-1.6,3,0.8,11,·,-28,-1,-3
O=C(O)/C=C/c1cnc2ccccc2n1,0,-5,4,-5.4,-5,-1.9,15,-3,17,5,-7
O=C(NCC(=O)N(c1ccc(F)cc1)C(C(=O)NC1CCCC1)c1ccncc1)c1ccco1 (stereo not given),0,-16,-5,2.4,-6,-1.1,-19,-7,74,-9,-1
Cc1cccc(CNC(=O)CC2C(=O)NCCN2C2CCCC2)c1 (stereo not given),-7,-5,10,-0.8,-5,0.2,21,2,4,2,0
CCCC(C)NS(=O)(=O)c1ccc(OC)c(C)c1 (stereo not given),-5,11,3,0.1,-7,4.0,-3,-2,-13,0,-5
CCC(C)C(NC(N)=O)C(=O)Nc1ccc(S(=O)(=O)Nc2ccc(OC)cc2)cc1 (stereo not given),1,-4,-2,0.5,-1,0.4,-61,3,14,5,-2
CCOc1ccc(S(=O)(=O)Nc2ccc(C(=O)NCC(C)(C)N3CCOCC3)cc2)cc1,0,-3,-1,1.1,-24,-0.2,4,·,0,-2,2
Cc1cc2c(cc1C)NC(CC(=O)NCc1ccccc1)C(=O)N2 (stereo not given),-14,-10,3,-0.7,-10,1.0,·,4,-6,-15,-2
COc1ccc(N2CCN(CNC(=O)c3ccccc3)CC2)cc1,2,-6,-10,-1.1,-5,-5.0,-12,1,34,-1,-1
COc1ccc(NC(=O)CSc2nnc(C)n2N)cc1S(=O)(=O)N1CCCCC1,-6,-13,0,-0.6,-4,-0.5,20,-1,-5,2,1
CC(C)n1cc(CN2CCN(CCc3ccccc3)C(CCO)C2)cn1 (stereo not given),-5,-7,-2,-0.2,7,-0.1,22,·,-7,-35,-7
COc1ccc(NC(=O)C2Cc3ccccc3O/C2=N\O)cc1 (stereo not given),6,-15,9,0.7,-9,-1.4,11,3,1,-10,-5
CCCc1nc2ccccc2c(C(=O)OCC(=O)NCc2ccc3c(c2)OCO3)c1CC,-10,-2,2,-1.0,-11,0.2,10,-1,81,·,-1
Cc1nnc(C)n1/N=C/c1cc(Br)ccc1O,-4,-15,0,1.0,0,1.7,-5,-2,84,-17,3
CCn1c(SC)nc2c(c1=O)SC(C)C2 (stereo not given),-2,-11,5,-5.1,-5,0.3,·,4,-20,2,-4
CN1CCC(N(C)C(=O)/C(C#N)=C\c2ccc(OC(F)F)cc2)CC1,-3,10,-1,5.6,-2,7.2,-4,6,·,7,-5
COc1cnc(-c2ccccc2)nc1Oc1cccc(C)c1C,5,-8,5,0.0,-2,-1.1,-5,-1,-13,-26,-3

Two compounds from above, limited to Rtt109 HAT inh and dFosB act:
SMILES	Rtt109 HAT inh	dFosB act
CC(Oc1ccccc1)C(=O)N1CCN(C(=O)C(C)Oc2ccccc2)CC1 (stereo not given)	-1	4
COc1ccc(N2CCN(CNC(=O)c3ccccc3)CC2)cc1	-1	2

An excerpt from above in order of heavy-atom count, highest first:
molecule,dFosB act,PvdQ inh,RTF Ca sens act,CDK5 inh,RTF Ca sens inh,LANA DNA inh,PfHsp90 set2,NSD2 HMT inh,SUMO Mot1 rescue,Rtt109 HAT inh,Keap1-Nrf2 PPI
Cc1ccc(NC(=O)COC(=O)C2(C)CC2(Cl)Cl)cc1S(=O)(=O)N1CCOCC1 (stereo not given),-14,-4,-5,-1.4,-14,-0.3,·,-2,·,-3,0
CN1CCC(N(C)C(=O)/C(C#N)=C\c2ccc(OC(F)F)cc2)CC1,-3,10,-1,5.6,-2,7.2,-4,6,·,7,-5
O=C(O)/C=C/c1cnc2ccccc2n1,0,-5,4,-5.4,-5,-1.9,15,-3,17,5,-7

Remaining list, next part.
molecule,dFosB act,PvdQ inh,RTF Ca sens act,CDK5 inh,RTF Ca sens inh,LANA DNA inh,PfHsp90 set2,NSD2 HMT inh,SUMO Mot1 rescue,Rtt109 HAT inh,Keap1-Nrf2 PPI
O=C(c1ccc(-c2cccc(C(F)(F)F)c2)o1)N1CCCCCCC1,4,2,-5,0.4,7,·,-7,-1,533*,·,·
COc1ccc(S(=O)(=O)N2CCC(N3CCCC3)CC2)cc1,2,-16,-2,-1.3,1,1.7,-17,6,65,8,-4
Cc1ccc(CNC(=O)CCNC(=O)c2ccc([N+](=O)[O-])cc2)cc1,-6,-6,-4,1.1,-6,0.6,-8,0,1,-26,0
O=C(Oc1ccccc1C(=S)N1CCOCC1)c1ccc([N+](=O)[O-])cc1[N+](=O)[O-],4,-7,-1,-0.6,-13,-0.9,6,·,-1,-9,-5
Cc1ccc(S(=O)(=O)N=Nc2c(O)[nH]c3ccccc23)cc1C,6,7,-9,0.5,-12,0.1,5,1,0,4,2
COc1cccc2cc(C(=O)N(C)C)c(=O)oc12,-7,8,-4,2.0,2,2.5,·,0,0,10,3
CCN(CC)S(=O)(=O)c1ccc(C(=O)NCCSc2c[nH]c3ccccc23)cc1,0,-10,2,0.1,1,-0.7,-15,·,-6,10,-5
CCOCCCNc1nc2ccccc2[nH]1,-2,-16,7,0.0,-3,-0.8,13,2,-4,-8,0

Marked active in SUMO Mot1 rescue (from the list above):
| canonical_smiles | dFosB act | PvdQ inh | CDK5 inh | LANA DNA inh | PfHsp90 set2 | NSD2 HMT inh | SUMO Mot1 rescue | Rtt109 HAT inh | Keap1-Nrf2 PPI |
| --- | --- | --- | --- | --- | --- | --- | --- | --- | --- |
| O=C(c1ccc(-c2cccc(C(F)(F)F)c2)o1)N1CCCCCCC1 | 4 | 2 | 0.4 | · | -7 | -1 | 533* | · | · |

Bioassay records as filed in PubChem BioAssay.

Compounds as they come; about 3.2% have a hit in one of these screens.
